Bioassay records deposited in PubChem by The Scripps Research Institute Molecular Screening Center.
OX1R antag-1 = blocks the human orexin 1 receptor; 330,000 compounds, 1.8% hits; inhibition, % at 6.6 µM; O43613; OX1R-expressing cells, FRET antagonist read-out; AID 485270; in the data active = inhibition mostly above about 38%, no sharp cut-off; inactive = mostly below about 40%;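 also: 0% = agonist challenge alone and 100% = reference antagonist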
Target sequence (O43613 whole entry, looked up): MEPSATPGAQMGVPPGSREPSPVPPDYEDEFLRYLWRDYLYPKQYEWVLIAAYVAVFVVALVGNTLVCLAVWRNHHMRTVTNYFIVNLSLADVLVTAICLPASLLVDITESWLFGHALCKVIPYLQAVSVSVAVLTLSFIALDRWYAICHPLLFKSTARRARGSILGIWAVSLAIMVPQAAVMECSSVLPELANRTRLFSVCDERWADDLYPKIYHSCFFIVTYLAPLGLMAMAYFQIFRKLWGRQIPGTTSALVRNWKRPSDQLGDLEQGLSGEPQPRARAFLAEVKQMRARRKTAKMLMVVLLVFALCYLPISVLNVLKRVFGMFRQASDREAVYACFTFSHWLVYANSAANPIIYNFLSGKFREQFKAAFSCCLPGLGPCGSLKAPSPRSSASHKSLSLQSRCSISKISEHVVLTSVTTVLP
OX1R antag-2 = antagonists of human orexin 1 receptor; O43613; CHO/OX1R cells, Fluo-8 calcium fluorescence, orexin A; inhibition, % at 5 µM; 330,000 compounds, 0.43% hits; AID 434989;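 active = inhibition above its plate's threshold, mean inhibition of all tested compounds on the plate plus 3 SD, cut at about 37% in these data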;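 also: 0% = orexin A challenge wells and 100% = SB-334867-A antagonist wells; not every result past the cut was called active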
The depositor's hits bear a star. No enrichment for hits (roughly 2.1% active in at least one column).

OX1R antag-1 | OX1R antag-2 | Compound
23 | -13 | COc1cc(C2C(C#N)=C(C)NC3=C2C(=O)CC(C)(C)C3)ccc1OCCO (configuration not stated)
30 | 17 | S=C(Nc1cccc(Cl)c1)NC1CCCCC1
14 | -7 | O=C(N/N=C/c1ccc2c(c1)OCO2)c1ccc(NC(=O)c2ccccc2Cl)cc1
4 | -8 | CSc1nc2ccccc2n1CC(=O)Nc1c(C)n(C)n(-c2ccccc2)c1=O
21 | -3 | COc1ccc(C2CC(=O)N(c3ccccc3)C3=C2C(=O)CCC3)cc1 (configuration not stated)
4 | -6 | CC(=O)Nc1ccc(-c2csc(NC(=O)CCNC(=O)c3ccco3)n2)cc1
20 | -30 | CS(=O)c1ccccc1-c1nc(-c2ccc(Cl)cc2)no1 (configuration not stated)
-1 | -1 | CCOC(=O)c1csc(NC(=O)c2ccc(S(=O)(=O)N3CCCC3)cc2)n1
30 | -24 | COc1cccc(C(=O)Nc2cccc3ccccc23)c1OC
25 | -3 | COC(=O)CSc1ccc(S(=O)(=O)N2CCCCCC2)cc1[N+](=O)[O-]

Next section:
OX1R antag-1 | OX1R antag-2 | Compound
16 | -1 | Cc1nn(S(=O)(=O)c2ccc(F)cc2)c(C)c1S(=O)(=O)N1CCOCC1
-3 | -20 | Cc1noc(C)c1CNCc1ccccc1
7 | -19 | COC(=O)Nc1sc2nc(C)cc(C)c2c1-n1cccc1
13 | -16 | Cc1c(Cl)cccc1NC(=O)c1cccc(NC(=O)CCC(=O)O)c1
15 | -10 | CCNc1c(NS(=O)(=O)c2ccc(C3CCCCC3)cc2)c(=O)oc2ccccc12
7 | -20 | CCOC(=O)C1=C(C)NC(C)=C(C(=O)OCC)C1C(=O)OCC(=O)N1CCc2ccccc2C1
14 | -22 | CSc1ncc(Cl)c(C(=O)Nc2cccc3ccccc23)n1
22 | -8 | CC(/C=C1\SC(=S)N(CCC(=O)Nc2cccc(C(=O)O)c2)C1=O)=C\c1ccccc1
11 | -27 | O=C(NCc1ccc(Cl)c(Cl)c1)c1ccco1
6 | -26 | Cc1ccccc1NC(=S)N(CCc1c(C)[nH]c2ccc(F)cc12)Cc1cccnc1

The results go on.
OX1R antag-1 | OX1R antag-2 | Compound
11 | -12 | CCn1c(SCc2ccccc2)nc2c1c(=O)[nH]c(=O)n2C
5 | -11 | Cc1ccc(NC(=O)/C=C/c2ccc3c(c2)OCO3)nc1
10 | -10 | CCN1CCN(S(=O)(=O)c2c(C)[nH]c(C)c2C(=O)N2CCCCC2)CC1
9 | -3 | C[C@]12CCC3C(CC[C@H]4CC(O)CC[C@]34C)C1CC/C2=N/NC(=O)c1ccncc1 (some centres not stated)
15 | -26 | Cc1ccc(C)c(OC2=NS(=O)(=O)c3ccccc32)c1
19 | -33 | CCOC(=O)C1=C(CN2CCCCCC2)NC(=O)NC1c1cccc([N+](=O)[O-])c1 (configuration not stated)
22 | 0 | O=C(NCc1ccccn1)Nc1ccccc1F
26 | -8 | Cc1ccc(NC(=O)Nc2cnccn2)c(C)c1
4 | -1 | NC(=O)c1cc(S(=O)(=O)NCCCc2ccccc2)cs1
14 | -6 | O=C(NCCc1c[nH]c2ccccc12)/C(=C\c1cccnc1)NC(=O)c1ccco1

Next compounds follow.
OX1R antag-1 | OX1R antag-2 | Compound
-3 | -26 | CCN1CCN(c2ccc(S(=O)(=O)N3CCCCC3)cc2NC(=O)c2ccccc2)CC1
13 | -33 | COc1ccc(Cl)cc1NC(=O)CN(C)CC(=O)Nc1ccccc1N1CCOCC1
28 | 4 | NC(=O)CSc1nnc(-c2ccccc2Br)n1-c1cccc(C(F)(F)F)c1
10 | -17 | COc1cc(OC)cc(C(=O)NNC(=O)CCc2ccccc2)c1
10 | -21 | Cc1ccc(SCc2c(-c3ccccc3)nn(C)c2Cl)cc1
39 | -11 | COc1ccc2[nH]c(C)c(C(=O)CN3CCOCC3)c2c1
-1 | -7 | COC(=O)C(NC(=O)Nc1ccccc1OC)C(C)C (configuration not stated)
1 | -9 | COc1ccc(N2CC(O)=C(c3nc(-c4ccccc4)cs3)C2=N)cc1
15 | 1 | CN1CCN(c2c([N+](=O)[O-])cnc3ccccc23)CC1
20 | 13 | CC(Oc1ccc(-c2ccccc2)c(F)c1)c1ccn(S(=O)(=O)c2ccc(F)cc2)n1 (configuration not stated)

Continued.
OX1R antag-1 | OX1R antag-2 | Compound
8 | -38 | CC(=O)c1cccc(NC(=O)c2cc(=O)[nH]c3ccccc23)c1
23 | -17 | CC(C)N(Cc1nccn1C)C(=O)c1cc(COc2ccc(-n3cncn3)cc2)on1
21 | -22 | CCCCC(=O)NC(c1ccc(N(C)C)cc1)c1ccc2cccnc2c1O (configuration not stated)
8 | -5 | CC(C)(C)NC(=O)c1ccc2c(c1)CCO2
15 | -14 | Cc1ccc(C)c(N2CCN(C(=O)CSc3ccsc3[N+](=O)[O-])CC2)c1
14 | -9 | Cc1ccc(NC(=O)c2cccnc2)cc1S(=O)(=O)N1CCOCC1
41* | 25 | Cc1ccc(NC(=O)Nc2nnc(-c3ccncc3)s2)cc1C
10 | -28 | CN(Cc1ccc(Cl)cc1)C(=O)CNC(=O)C12CC3CC(CC(C3)C1)C2
11 | -24 | CC(C)NC(=O)NC(=O)CSc1ncc(C(F)(F)F)cc1Cl
14 | -40 | Cn1c(=O)c(C(=O)NCCc2ccccc2)c(O)c2ccccc21

Next part
OX1R antag-1 | OX1R antag-2 | Compound
20 | -16 | COc1ccc2nc(N3CCN(C(=O)C4COc5ccccc5O4)CC3)sc2c1 (configuration not stated)
23 | -11 | O=C(Nc1nnc(SCC(=O)N2CCCCC2)s1)c1ccccc1F
3 | -11 | O=C(CSc1ccccc1)NC(=O)NCc1ccccc1
5 | -17 | Cc1ccc(C(=O)N(C)Cc2ccc(N3CCOCC3)cc2)cc1S(=O)(=O)NCc1ccccc1
33 | 4 | O=C(Nc1ccc(N2CCOCC2)cc1)c1cc2ccccc2o1
18 | -17 | CC(=O)N/C(=C\c1ccccc1)C(=O)OC(C)C(=O)c1ccccc1 (configuration not stated)
16 | -31 | COC(=O)Cn1cc(C(=O)c2cccs2)c2ccccc21
18 | -6 | C=C(C)COc1ccc(-c2n[nH]c(C)c2Oc2ccccc2OC)c(O)c1
8 | -21 | COc1ccc(OC)c2[nH]c(=O)c(CCNS(=O)(=O)c3ccc(C)cc3)cc12
23 | -27 | COc1ccc(Br)c(C(=O)N2CCN(S(=O)(=O)/C=C/c3ccccc3)CC2)c1

Following part.
OX1R antag-1 | OX1R antag-2 | Compound
3 | 1 | CC(C)Cc1nnc(NS(C)(=O)=O)s1
25 | -8 | COCCn1c(SCC(=O)c2ccc3c(c2)OCCO3)nnc1-c1ccoc1C
9 | -10 | CCCCCn1nnc2c(=O)oc3ccccc3c21
22 | -21 | Cc1ccc(CNC(=O)c2cn(C3CCCC3)c(=O)c3c2c2ccccc2n3C)o1
21 | -14 | Cc1cc(Cl)ccc1OCC(=O)Nc1nc(-c2cccs2)cs1
4 | 1 | COC(=O)C1CCN(C(=O)C2CCC(=O)N(CCc3cccc(F)c3)C2)CC1 (configuration not stated)
21 | -2 | CN1CCN(C(=O)C2=C[C@H](c3ccc4c(c3)OCO4)C[C@H](OCCCCO)O2)CC1
9 | -9 | O=C(NCc1ccc(F)cc1)C1CCC(CNS(=O)(=O)c2cccs2)CC1 (configuration not stated)
5 | -20 | Cc1cccc(C)c1-n1c(=O)n(Cc2ccccc2)c(=O)c2[nH]cnc21
9 | -31 | Cc1ccc(-c2nn(CC(=O)Nc3cccnc3)c(=O)c3ccccc23)cc1

(list continues)
OX1R antag-1 | OX1R antag-2 | Compound
12 | 6 | COc1ccc(CN2CCN(CC(O)Cn3c4ccccc4c4ccccc43)CC2)cc1 (configuration not stated)
4 | 0 | Cc1[nH]c(=O)[nH]c(=O)c1S(=O)(=O)N1CCOCC1
26 | -7 | CC(=C/c1ccccc1)/C=N/NC(=O)c1cc(C)oc1C
15 | -25 | CC1CCC(NC(=O)c2cc3c(=O)n(C)c4ccccc4c3n2C)CC1 (configuration not stated)
32 | -4 | COC(=O)[C@@H]1C[C@H]2CC[C@H](O)C[C@H]2N1Cc1ccc(Cl)cc1
23 | 6 | CCCOC(=O)NC1CCS(=O)(=O)C1 (configuration not stated)
10 | -9 | O=C1NCC(O)=C1C=NCCCO
19 | -7 | Cc1occc1C(=O)N/N=C/c1ccc(-c2ccccc2)cc1
-4 | -46 | c1ccc(C2CC(c3ccccc3)C(c3ccccc3)N2)cc1 (configuration not stated)
7 | -22 | COCCCNc1nc2ccccc2nc1NS(=O)(=O)c1cccc(C)c1

Reprinted from the part before: seven entries; new compounds follow.
OX1R antag-1 | OX1R antag-2 | Compound
15 | -25 | CC1CCC(NC(=O)c2cc3c(=O)n(C)c4ccccc4c3n2C)CC1 (configuration not stated)
32 | -4 | COC(=O)[C@@H]1C[C@H]2CC[C@H](O)C[C@H]2N1Cc1ccc(Cl)cc1
23 | 6 | CCCOC(=O)NC1CCS(=O)(=O)C1 (configuration not stated)
10 | -9 | O=C1NCC(O)=C1C=NCCCO
19 | -7 | Cc1occc1C(=O)N/N=C/c1ccc(-c2ccccc2)cc1
-4 | -46 | c1ccc(C2CC(c3ccccc3)C(c3ccccc3)N2)cc1 (configuration not stated)
7 | -22 | COCCCNc1nc2ccccc2nc1NS(=O)(=O)c1cccc(C)c1
5 | -9 | COc1cc(C=O)cc(Br)c1OCC(N)=O
19 | -24 | COc1ccc(Cc2nnc(-c3ccc(F)cc3)o2)cc1OC
3 | -9 | CC(C)(C)C(=O)Nc1cc(S(=O)(=O)Nc2ccc(Cl)cc2)ccc1O
6 | -6 | COc1ccc(-c2c(C#Cc3ccsc3)c3cc(-c4ccc5c(c4)OCCO5)ccc3n2C)cc1
9 | 1 | CCc1nnc(NC(=O)Cn2ccc(C(F)(F)F)n2)s1
17 | -24 | CCN(CC)C(=O)CC(c1ccc(N(C)C)cc1)c1c(OC)cc(OC)c2c(-c3ccccc3)cc(=O)oc12 (configuration not stated)
11 | -18 | Cc1ccc(NC(=O)CN2C(=O)CC(C)S(=O)(=O)c3ccccc32)cc1 (configuration not stated)
3 | -12 | Cc1ccc(NC(=O)COC(=O)COc2ccc3ccc(=O)oc3c2)cc1[N+](=O)[O-]
8 | -37 | CN1CCN(S(=O)(=O)c2cccc(C(=O)N(C)Cc3c(F)cccc3Cl)c2)CC1
38 | -18 | CC(C)Cn1c2c(c(O)c(C(=O)Nc3ncccc3O)c1=O)CCCC2

(listing goes on)
OX1R antag-1 | OX1R antag-2 | Compound
36 | -12 | Cc1cccc(C(=O)N2CCCC(Nc3ccc(F)c(F)c3)C2)n1 (configuration not stated)
15 | -17 | Cc1ccc2nc(SCc3ccccc3)c(C=O)c(=O)n2c1
8 | -16 | O=C(N/N=C/c1cc(O)ccc1Br)c1cccnc1
6 | -4 | Cc1ccc2occ(/C=N/NC(=O)c3ccccc3O)c(=O)c2c1
8 | -8 | Cc1cccc(CN2CCN(CC(=O)NCCCN3CCCC3=O)C2=O)c1
17 | -28 | O=C(Nc1ccc(N2CCCC2)cc1)c1cc([N+](=O)[O-])ccc1N1CCOCC1
9 | -8 | O=Cc1cn(CC(=O)Nc2ccccc2)c2ccccc12
53 | -39 | Cc1cc(N/N=C\c2ccccc2)nc(-c2ccccc2O)n1
-1 | -4 | O=S(=O)(Nc1ccc(-c2nc3cccnc3s2)cc1)c1cccs1
5 | -33 | Cc1cccc(NC(=O)CN2C(=O)CCSc3ccc(S(=O)(=O)N4CCOCC4)cc32)c1C

The list continues.
OX1R antag-1 | OX1R antag-2 | Compound
12 | -12 | O=C(CNCc1ccccc1)Nc1ccccc1-c1ccccc1
-7 | -9 | Cc1ccc(N=Nc2ccc(C)cc2NC(=O)Nc2ccccc2F)cc1
14 | -26 | O=C(C1=C(O)C(=O)N(c2ncccn2)C1c1ccc(Cl)cc1)c1ccco1 (configuration not stated)
22 | -38 | Cc1cc(Nc2cnc3ccccc3n2)n(-c2ccccc2)n1
11 | -18 | CCc1ccc(CN(C(=O)c2cc3ccccc3oc2=O)C2CCS(=O)(=O)C2)cc1 (configuration not stated)
9 | -30 | CCC1(C)Cc2c(C#N)c(SC)nc(N3CCOCC3)c2CO1 (configuration not stated)
10 | -9 | CCNC(=S)N(CCc1c(C)[nH]c2ccc(Cl)cc12)Cc1cccnc1
10 | -23 | C=CCn1c(CCNC(=O)c2cccs2)nnc1SCC(=O)c1ccc(Br)cc1
0 | -11 | O=S(=O)(c1ccccc1)N1CCC(N2CCCCCC2)CC1
0 | -12 | C=CCn1c(SCC(=O)c2ccc(O)c(O)c2)nnc1-c1cccc(Cl)c1

Following part:
OX1R antag-1 | OX1R antag-2 | Compound
3 | -11 | CN(C)S(=O)(=O)c1ccc(C(=O)Nc2cccc(S(=O)(=O)NC3=NCCC3)c2)cc1
12 | -15 | Cc1sc(NC(=O)/C=C/c2ccc3c(c2)OCO3)nc1-c1ccccc1
20 | -8 | O=c1nc2s/c(=C\c3ccco3)c(=O)n2nc1Cc1ccccc1
9 | 8 | O=C(Nc1nc(-c2cccc(Br)c2)cs1)Oc1ccccc1
9 | -17 | COc1ccccc1CNC(=O)C1CC(c2ccccc2F)=NO1 (configuration not stated)
7 | -13 | COc1ccc(C(OC(=O)c2ccco2)C(=O)NCC2CCCO2)cc1 (configuration not stated)
2 | -18 | Cc1ccc(CN2CCN(/N=C/c3cc(Br)ccc3F)CC2)cc1
8 | -7 | Cc1nn2c3c(cnc2c1-c1ccccc1)C(=O)CC(c1ccccc1)C3 (configuration not stated)
-5 | -20 | Cc1ccc(NC(=O)CN(C)C(=O)c2ccc(S(=O)(=O)N(C)c3ccccc3)cc2)cc1
7 | -9 | COc1ccc(Oc2ccc(C(F)(F)F)cc2N)cc1
20 | -10 | CCC(=O)NC(=S)Nc1ccc(NC(=O)c2ccco2)cc1
7 | -15 | CS(=O)(=O)Nc1ccccc1C(=O)NCC1(N2CCCCC2)CCCCC1
40 | 48* | O=C(Nc1ccc([N+](=O)[O-])cc1)Nc1ccc(Cl)cc1F
